KOR beta-arrestin-1 = kappa opioid receptor blockers – cell-based, luminescence, uHTS (AID 1778); KOR beta-arrestin recruitment, luminescence, antagonist mode; higher % means a stronger effect; inhibition, % at 10 µM; hits with a dose series show IC50 in µM; hit rate 0.091% among 290,000; in the data active = inhibition above about 50%; note: strong numbers were not always called active
KOR beta-arrestin-2 = kappa opioid receptor activators – cell-based, luminescence, uHTS, primary screen (AID 1777) | activation, % at 10 µM, or EC50 in µM where a hit was titrated | hit rate 0.02% among 280,000 | KOR beta-arrestin recruitment, luminescence; higher % means a stronger effect; in the data active = activation above about 50%, passing the limit was not always enough; note: a part of the inactive calls stands beside numbers as strong as those of hits
GPR55 LPI antagonism = inhibition of LPI-stimulated GPR55 beta-arrestin translocation – imaging, U2OS, beta-arrestin-GFP, LPI agonist, primary screen (AID 2013). U2OS GPR55 beta-arrestin-GFP translocation imaging, LPI antagonism; higher % means a stronger effect. hit rate 0.13% among 290,000. inhibition, % at 10 µM; hits with a dose series show IC50 in µM;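 active = spots per cell inhibited over 60%, with over 100 cells counted and total cytoplasm intensity under 500,000; inconclusive = wells with under 100 cells, flagged as likely toxic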;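 note: U2OS cells stably carrying GPR55 and arrestin-GFP stimulated by 5 µM LPI near EC80; imaged beta-arrestin-GFP aggregate spots per cell after agonist stimulation; plate controls were LPI-stimulated DMSO wells for no effect and DMSO wells without LPI for full effect; some results filed as inactive read as strong as hits; confirmed hits need IC50 under 10 µM and bright autofluorescent wells are also inconclusive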
GPR55 beta-arrestin = selective activators of receptor GPR55 – imaging, U2OS cells, beta-arrestin-GFP redistribution, primary screen (AID 1961). hit rate 0.048% among 290,000. U2OS GPR55 beta-arrestin-GFP redistribution imaging; higher % means a stronger effect. activation, % at 10 µM, or EC50 in µM where a hit was titrated;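 active = activation above 40% with more than 50 cells counted in the well; inconclusive = wells holding fewer than 50 cells, flagged as toxic or sparse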;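 note: U2OS osteosarcoma cells stably expressing GPR55 and beta-arrestin-GFP; plate controls were DMSO negative control for no effect and LPI positive control for full effect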
NTR1 agonist = agonists of NTR1, primary screen, imaging, U2OS cells, beta-arrestin-GFP, high content (AID 493036); NTR1-U2OS beta-arrestin-GFP spot imaging, agonist mode; activation, % at 20 µM; hit rate 0.17% among 330,000;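 active = activation at or above 40% of the spot to cytoplasm intensity ratio, with at least 20 cells analyzed; inconclusive = wells under 20 cells, flagged as cytotoxic or low count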;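 note: 0% = DMSO without peptide and 100% = 100 nM NTR1 peptide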
Target sequence (P30989 whole entry, looked up): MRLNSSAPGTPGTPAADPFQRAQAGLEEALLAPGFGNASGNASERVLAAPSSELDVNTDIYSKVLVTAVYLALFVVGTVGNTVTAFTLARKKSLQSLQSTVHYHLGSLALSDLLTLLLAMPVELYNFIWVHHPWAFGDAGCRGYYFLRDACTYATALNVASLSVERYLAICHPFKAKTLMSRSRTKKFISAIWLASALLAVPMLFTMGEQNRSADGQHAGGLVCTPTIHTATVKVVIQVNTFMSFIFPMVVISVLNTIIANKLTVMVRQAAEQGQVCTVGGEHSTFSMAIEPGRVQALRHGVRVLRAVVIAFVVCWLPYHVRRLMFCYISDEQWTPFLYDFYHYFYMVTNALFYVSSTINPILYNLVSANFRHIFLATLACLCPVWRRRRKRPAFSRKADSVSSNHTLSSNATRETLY
GPR35 arrestin U2OS = GPR35 antagonists blocking zaprinast-driven arrestin recruitment, primary screen, imaging, U2OS, beta-arrestin-GFP, zaprinast agonist (AID 2058). U2OS GPR35 beta-arrestin-GFP translocation imaging, zaprinast antagonism; higher % means a stronger effect. one-dose inhibition, % at 10 µM; IC50 in µM for titrated hits. hit rate 0.052% among 290,000;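 active = inhibition of at least 50% with at least 30 cells and total cytoplasm GFP at most 10,000,000; inconclusive = under 30 cells or total GFP of 10,000,000 plus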
T cell modulator = T cell immune modulators affecting CD8 T cell-vesicle binding | 2C CD8+ T cell-vesicle binding, flow cytometry; hits give low values | calls only at 7 µM | hit rate 0.068% among 330,000 | AID 2052;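 active = response, share of CD8 T cells binding vesicles, and their 90th percentile fluorescence all below set limits, cut at about 80% in these data, passing the limit was not always enough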
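System: murine 2C transgenic CD8+ T lymphocytes; also added: QL9-loaded Drosophila micro-vesicles; times: binding 1.5 h at 37 °C; measured by: flow cytometry, PE anti-B7-1 (FL2) versus Alexa647 anti-CD8 (FL8), PFA-fixed; control set: Peptide-free naked vesicles (low) and QL9 vesicles with 0.7% DMSO vehicle (high)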
Salmonella PhoP GFP = PhoP-dependent GFP reporter repression – Salmonella Typhimurium, primary screen (AID 1863) | S. Typhimurium PhoP-regulated promoter GFP reporter, 4 h; higher % means a stronger effect | inhibition, % at 50 µM, or IC50 in µM where a hit was titrated | hit rate 0.16% among 300,000;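 active = inhibition over 29.93%, a cutoff 3 SD above the screen mean, later confirmed by dose response; inconclusive = inhibition over 29.93% but no dose response follow-up; inactive = inhibition at most 29.93% or unconfirmed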;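 note: 0% = low Mg2+ inducing control and 100% = high Mg2+ repressing control; strong numbers were not always called active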
West Nile virus CPE = inhibition of WNV-induced cytopathic effect – cell-based, CPE readout (AID 1621); one-dose CPE inhibition, % at 10 µM; IC50 in µM for titrated hits; West Nile virus-infected cells, CPE inhibition; higher % means a stronger effect; hit rate 0.02% among 290,000; in the data active = a potency from the dose series; inconclusive = CPE inhibition mostly from about 3.7% at the one dose, without a potency; inactive = the rest, 99 in 100 with CPE inhibition below about 2.2%; note: strong numbers were not always called active
T cell modulator vesicle-bound % = recorded beside T cell modulator, whose call it bears; double positive events, %; measured here: CD8+ vesicle-bound cell fraction;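 binding gate set so that unloaded-vesicle control wells show 10% double positive cells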
NTR1 agonist cell count 20 µM = second read-out of NTR1 agonist, no call of its own (marks repeat the call); cell count; measured here: cell count, cytotoxicity flag
Numbers without * were called inactive; i = inactive; ? = inconclusive; . = no result given; & = joins results of further samples; [ ] = another dose, or the depositor's remark.

SMILES	KOR beta-arrestin-1	KOR beta-arrestin-2	GPR55 LPI antagonism	GPR55 beta-arrestin	NTR1 agonist	NTR1 agonist cell count 20 µM	GPR35 arrestin U2OS	T cell modulator	T cell modulator vesicle-bound %	Salmonella PhoP GFP	West Nile virus CPE
CC1=C(C(=O)OC2CCCCC2)C(c2ccc(C)o2)C2=C(CC(C)(C)CC2=O)N1 (centres undefined)	6%	2.5%	4%	0.7%	8.0	87	-2%	i	26	0%	-0.3%
CC(C)(C)CN1CCN(CCCc2ccccc2)C(CCO)C1 (centres undefined)	-36%[20 µM]	-2.2%	-6%	1.8%	1.0	39	-8%	i	7	-4%	-1.2%
O=S(=O)(Cc1ccccc1Cl)c1ncn[nH]1	5%	5.5%	0%	0.3%	0.2	38	-10%	i	51	-5%	0.5%
Cc1noc(C)c1C(=O)Nc1nc2ccc(Cl)cc2s1	-13%	7.0%	16%	-0.2%	0.7	44	1%	i	20	-7%	-0.5%
Cc1nn(C)c(C(=O)Nc2ccc(Br)cc2F)c1Br	-36%	1.9%	-15%	-0.3%	-0.5	64	-18%	i	4	7%	0.7%
CC(=O)C1=C(O)C(=O)N(c2nccs2)C1c1ccccc1F (centres undefined)	-14%	15%	-11%	-0.3%	0.6	43	-2%	i	31	-16%	1.0%
COc1ccc2cc(OC)c(C(=O)N3CCOCC3)cc2c1	5%[20 µM]	.	8%	-0.1%	-0.7	69	21%	i	40	-1%	0.7%
O=c1c2ccccc2nc2n1CC/C2=C/N1CCN(c2cccc(C(F)(F)F)c2)CC1	.	1.4%	-19%	0.3%	0.5	45	9%	i	17	-4%	-0.9%
Cc1c(-c2cccc(NC(=O)c3ccco3)c2)nc2ncccn12	3%	-4.0%	-3%	0.0%	5.4	53	-9%	i	27	0%	0.0%
C#CCOCCOCCOCCNc1nc(N2CCN(C(=O)[C@H](CCC(=O)O)n3cc(C(N)CO)nn3)CC2)nc(N2CCN(C(=O)[C@H](Cc3ccc(O)cc3)n3cc(C(N)CC(C)C)nn3)CC2)n1 (some centres undefined)	-5%	0.0%	8%	0.1%	-2.2	97	-1%	i	20	-2%	.
CC(C)c1ccccc1-n1c(SCC(=O)N2CCN(c3ccccc3)CC2)nnc1-c1cccnc1	-4%	2.5%	0%	-0.1%	5.5	44	11%	i	26	-9%	-0.3%
CCC(O)CNc1nc(-n2nc(C)cc2C)nc2sc3c(c12)CC(C)(C)OC3 (centres undefined)	-19%	2.8%	-1%	-0.1%	4.3	67	2%	i	26	-9%	.
Cc1nnc(SCC(=O)NCC2CCCCC2)n(N)c1=O	-15%	5.5%	-1%	0.0%	0.9	53	-3%	i	8	-2%	0.4%
CC[N+]1(CC)CC2=Cc3c(ccc4ccccc34)C(C)C2C1 (centres undefined)	19%	-4.2%	-2%	-0.1%	-0.5	48	0%	i	31	-6%	1.8%
O=S(=O)(c1ccccc1)N1N=C(c2cccs2)CC1c1cccc(O)c1 (centres undefined)	-11%	8.7%	2%	-0.1%	3.4	69	6%	i	18	0%	0.9%
O=C(Nc1cccs1)Nc1cccnc1Cl	-16%	4.2%	-1%	-0.3%	-0.3	95	-18%	i	54	-3%	-0.2%
CC(C)c1nn2c(=O)cc(CSc3ccccc3NC(=O)c3ccccc3F)nc2s1	-24%	-5.6%	6%	-0.1%	0.9	47	3%	i	7	-2%	-0.8%
COC(=O)c1ccc(Cn2nnc3c(=O)[nH]c(C4CCCN(S(=O)(=O)c5ccc(C)cc5)C4)nc32)cc1 (centres undefined)	2%	0.0%	8%	-0.1%	8.0	52	-6%	i	9	-5%	-0.5%
CNc1ccccc1C(=O)OC(C)C(=O)Nc1ccc(Cl)cn1 (centres undefined)	-28%	0.5%	6%	-0.1%	0.3	61	0%	i	31	3%	3.4%
CC(C)C[C@H](NC(=O)[C@@H]1Cc2c([nH]c3ccccc23)C2c3ccccc3C(=O)N21)C(=O)N1CCC[C@@H]1C(=O)O (some centres undefined)	-63%[20 µM]	-2.9%	-4%	0.4%	4.1	85	3%	i	31	.	-0.7%
CC(C)NS(=O)(=O)c1ccc2c3c(cccc13)CC2	-10%[20 µM]	0.1%	-8%	0.2%	0.7	40	-16%	i	45	-8%	-1.5%
O=C1CC(N2CCC(O)(c3ccc(Cl)cc3)CC2)C(=O)N1Cc1ccc(N2CCCC2=O)cc1 (centres undefined)	23%	-1.4%	3%	-0.3%	-1.7	85	6%	i	31	-8%	-0.2%
O=C(O)C(=O)Nc1nc(-c2ccc3c(c2)OCCO3)cs1	-43%	1.5%	-3%	-0.1%	2.2	69	-15%	i	40	3%	0.2%
CCN(CC)CCN(C(=O)C1=COCCO1)c1nc2cc3c(cc2s1)OCO3	-1%	-2.9%	19%	-0.3%	0.6	54	-9%	i	49	-11%	-0.1%
COc1ccc(C(=O)N2CCCC(Nc3ccc(F)c(F)c3)C2)c(OC)n1 (centres undefined)	4%	-0.1%	12%	-0.1%	2.6	44	4%	i	66	-6%	-0.9%
CCOC(=O)c1c(C)[nH]c(C(=O)CN2C(=O)NC(C)(c3ccc(C)cc3)C2=O)c1C (centres undefined)	5%	0.5%	3%	0.3%	-0.9	98	9%	i	64	4%	-0.2%
Cc1c(Br)c([N+](=O)[O-])nn1C(C)C(=O)Nc1c(C)n(C)n(-c2ccccc2)c1=O (centres undefined)	20%	0.7%	10%	0.3%	2.0	60	-10%	i	43	6%	-0.2%
CC(=O)Nc1cc(NC(C)=O)cc(C(=O)N2CCCC3CCCCC32)c1 (centres undefined)	-18%	-3.0%	6%	0.2%	0.6	58	-2%	i	43	-11%	0.0%
COc1cc(C(=O)O/N=C(\N)c2ccccn2)cc(OC)c1OC	-12%	-0.4%	8%	-0.1%	2.0	51	4%	i	25	-9%	-0.2%
CCCC(C)NC(=S)Nc1cc(C)cc(C)c1 (centres undefined)	20%	-3.0%	-1%	0.0%	1.4	44	-14%	i	37	8%	-1.1%
COC(=O)c1cc2occc2n1CC(=O)Nc1ccc(C)cc1C	-8%	2.7%	9%	-0.1%	-2.3	54	-1%	.	.	-9%	-0.4%
Cc1cc(C)nc(SCC(=O)NN)n1	-23%[20 µM]	.	12%	0.0%	0.7	34	-3%	i	41	6%	1.5%
Nc1ccc(S(=O)(=O)O)cn1	-1%&-27%	2.7%&-0.9%	9%&6%&3%	-0.1%&-0.2%&-0.5%	0.4&0.3&-1.2	55&61&35	8%&9%&-9%	i	15&37&46	-12%&-13%&1%	0.1%&0.4%&-0.4%
COc1ccccc1C1c2ccc3ccccc3c2Oc2ncn(CCCO)c(=N)c21 (centres undefined)	-44%	9.2%	20%	-0.1%	26	88	2%	i	34	-8%	?
Cc1cc(NC(=O)c2ccc(S(=O)(=O)Nc3ccccc3)cc2)no1	-7%	8.2%	.	0.3%	-0.6	72	8%	i	31	-2%	-0.6%
COc1cc(-c2cc(-c3ccc(F)cc3)nc(N)c2C#N)ccc1O	-29%	0.9%	-10%	-0.2%	0.1	46	6%	i	40	8%	1.6%
NC(=O)c1cc(-c2ccccc2)nc(N2CCOCC2)n1	15%	-5.1%	7.3µM*	-0.2%	3.4	63	0%	i	15	-2%	0.4%
C=CCOC(=O)C1C(=O)CC(C)(O)C(C(=O)OCC=C)C1c1ccc(OC)cc1 (centres undefined)	18%	-4.1%	5%	-0.4%	1.5	53	2%	i	2	11%	0.0%
Cc1ccc2nc(-c3ccc(NC(=O)C(C)N4C(=O)c5ccccc5C4=O)cc3)sc2c1 (centres undefined)	16%	4.1%	7%	0.8%	1.2	68	-12%	i	44	-9%	-0.1%
CCOc1cccc(CNCCO)c1OCc1ccc(Cl)cc1Cl	-2%	-1.1%	0%	-0.1%	0.9	42	0%	i	51	6%	-1.3%
CN(C)c1cnn(-c2ccccc2)c(=O)c1Cl	-12%	1.7%	8%	-0.2%	0.1	48	-2%	i	48	-1%	0.4%
Nc1c(NCCc2ccccc2)c2ccccc2oc1=O	-30%[20 µM]	.	2%	-0.2%	0.9	57	-10%	i	22	-7%	-1.5%
COc1ccc(OCC(=O)N2CCCC(CO)(CCOc3ccccc3)C2)cc1 (centres undefined)	-13%	5.4%	13%	-0.1%	3.1	60	-1%	i	35	-5%	-1.0%
COc1ccc(C2Nc3ccccc3NC3=C2C(=O)CC(C)(C)C3)cc1O (centres undefined)	-24%[20 µM]	0.6%	-2%	-0.1%	0.9	61	-6%	i	47	13%	0.6%
Cc1ccc(N(CC(=O)Nc2cc(Cl)ccc2Oc2ccccc2)S(C)(=O)=O)c(C)c1	-31%	0.0%	16%	1.0%	5.1	37	-7%	i	30	-4%	-0.8%
COc1ccc(NC(=O)CSc2nnc(NC(=O)c3ccco3)s2)cc1OC	18%	-0.7%	-2%	-0.1%	-0.5	60	9%	i	39	-7%	0.1%
CCc1occc(=O)c1Oc1cc(NN2CCCCC2)c([N+](=O)[O-])cc1[N+](=O)[O-]	-23%[20 µM]	-0.9%	1%	1.7%	5.4	101	-7%	i	23	-9%	-0.3%
N#CC1=C(N2CCCCC2)c2cc3c(n2C1=O)CCCC3	-11%	1.1%	2%	0.6%	1.3	42	8%	i	40	-6%	-0.5%
O=C(NC1CCCCCC1)c1ccc2nc3cc(Cl)ccc3c(=O)n2c1	-283%	3.5%	-5%	0.1%	-0.8	81	6%	i	45	0%	-0.1%
O=C(CNCC1CCCO1)Nc1ccc(N2CCCCCC2)cc1 (centres undefined)	-100%	6.0%	-15%	-0.1%	4.3	67	1%	.	.	1%	-0.8%
Cc1ccc[n+](CC(=O)c2ccc(Br)cc2)c1C	-1%	-2.4%	-16%	-0.2%	0.1	68	2%	i	9	-2%	-0.5%

Compound activity from PubChem.
